High-throughput results as filed in PubChem.
LYPLA1 counter – LYPLA1 inhibitors, primary screen, counter-screen for PME1 inhibitor project, biochemical, fluorescence polarization, FP-Rh probe ABPP; Acyl-protein thioesterase 1 (Homo sapiens), O75608; recombinant LYPLA1; inhibition, % at 5.9 µM; 320,000 tested, 0.16% active; AID 2174, 2009;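 active = inhibition above the mean of all tested compounds plus 3 SD, set per campaign, cut at about 14% in these data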;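 note: inhibitors block serine hydrolase probe labeling of LYPLA1 so polarization falls; 0% = enzyme with DMSO and 100% = wells lacking LYPLA1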
LYPLA2 counter – LYPLA2 inhibitors, primary screen, counter-screen for PME1 inhibitor project, biochemical, fluorescence polarization, FP-Rh probe ABPP. inhibition, % at 5.9 µM. recombinant LYPLA2. Acyl-protein thioesterase 2 (Homo sapiens), O95372. 320,000 tested, 0.38% active;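 active = inhibition above the screen-wide mean plus 3 SD, limit set per campaign, cut at about 26% in these data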;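 note: 0% = LYPLA2 with DMSO and 100% = wells lacking LYPLA2 enzyme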
Target sequence (O95372 whole entry, looked up): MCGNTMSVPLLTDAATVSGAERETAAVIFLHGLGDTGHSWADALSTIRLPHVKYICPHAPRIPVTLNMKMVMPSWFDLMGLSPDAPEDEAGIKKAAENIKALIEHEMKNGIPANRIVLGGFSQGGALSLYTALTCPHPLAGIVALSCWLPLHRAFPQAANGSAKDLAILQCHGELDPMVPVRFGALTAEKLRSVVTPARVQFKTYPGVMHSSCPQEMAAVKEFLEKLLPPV
PREPL inhibitor – PREPL enzyme inhibitors, primary screen, biochemical, fluorescence polarization; Prolyl endopeptidase-like (Homo sapiens), Q4J6C6; 320,000 tested, 0.68% active; inhibition, % at 5.96 µM; recombinant PREPL, fluorescence polarization activity-based probe; in the data active = inhibition above about 43%;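 note: 0% = enzyme with DMSO and 100% = wells lacking enzyme; many of its hits are not listed in these tables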
PAD4 FP inh – human PAD4 inhibitors, primary screen, biochemical, fluorescence polarization, 1536-well format; Protein-arginine deiminase type-4 (Homo sapiens), Q9UM07; recombinant PAD4, RCA probe fluorescence polarization; inhibition, % at 6.36 µM; 330,000 tested, 0.41% active;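 active = percent inhibition above a cutoff equal to the mean of all tested compounds plus 3 SD, cut at about 15% in these data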;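 note: 0% = PAD4 with RCA probe and DMSO and 100% = probe without PAD4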
pPAFAH inh – pPAFAH enzyme inhibitors, primary screen, biochemical, fluorescence polarization, human. recombinant pPAFAH, FP-rhodamine probe fluorescence polarization. Platelet-activating factor acetylhydrolase (Homo sapiens), Q13093. inhibition, % at 3.39 µM. 330,000 tested, 1.5% active. AID 463082, 2010;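 active = inhibition above the mean inhibition across the screen plus 3 SD, cut at about 25% in these data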;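 note: inhibitors block binding of the rhodamine activity-based probe so polarization drops; 0% = enzyme with DMSO and 100% = wells lacking pPAFAH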
PAFAH2 inh – PAFAH2 enzyme inhibitors, primary screen, biochemical, fluorescence polarization, human | Platelet-activating factor acetylhydrolase 2, cytoplasmic (Homo sapiens), Q99487 | recombinant PAFAH2, FP-rhodamine activity probe | inhibition, % at 3.39 µM | 340,000 tested, 0.99% active;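 active = inhibition above the mean over all tested compounds plus 3 SD, cut at about 30% in these data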;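 note: inhibitors block probe labeling of enzyme so polarization drops; 0% = enzyme with DMSO and 100% = wells lacking PAFAH2 protein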
PAFAH1B2 inh – PAFAH1B2 enzyme inhibitors, primary screen, biochemical, fluorescence polarization, human; recombinant PAFAH1B2, FP-rhodamine activity probe; inhibition, % at 3.39 µM; 340,000 tested, 1.2% active;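 active = inhibition above the mean of all tested compounds plus 3 SD, cut at about 24% in these data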;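 note: 0% = enzyme with DMSO and 100% = wells lacking PAFAH1B2; many of its hits are not listed in these tables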
Target sequence (P68402 whole entry, looked up): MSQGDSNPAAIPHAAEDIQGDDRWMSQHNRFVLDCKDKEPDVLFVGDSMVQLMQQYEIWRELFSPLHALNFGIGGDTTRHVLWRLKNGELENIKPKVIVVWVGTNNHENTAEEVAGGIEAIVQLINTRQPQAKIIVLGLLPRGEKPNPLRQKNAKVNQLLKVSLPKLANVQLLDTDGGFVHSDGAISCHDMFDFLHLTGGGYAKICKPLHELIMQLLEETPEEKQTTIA
PAFAH1B3 inh – PAFAH1B3 enzyme inhibitors, primary screen, biochemical, fluorescence polarization, human | recombinant PAFAH1B3, FP-rhodamine probe | inhibition, % at 3.39 µM | 340,000 tested, 0.28% active;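 active = inhibition above the screen-wide average of all tested compounds plus 3 SD, cut at about 25% in these data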;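 note: 0% = enzyme with DMSO only and 100% = wells lacking PAFAH1B3 protein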
Target sequence (Q15102 whole entry, looked up): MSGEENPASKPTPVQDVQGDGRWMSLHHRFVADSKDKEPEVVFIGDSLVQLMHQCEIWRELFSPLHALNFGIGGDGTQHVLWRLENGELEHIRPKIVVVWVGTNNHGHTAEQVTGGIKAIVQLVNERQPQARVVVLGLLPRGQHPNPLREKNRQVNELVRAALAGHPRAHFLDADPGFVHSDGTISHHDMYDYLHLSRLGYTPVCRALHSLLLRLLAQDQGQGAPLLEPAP
GSTO1 counter – inhibitors of recombinant GSTO1, primary screen, counter-screen for RBBP9 inhibitor project, biochemical, fluorescence polarization; activity-based probe fluorescence polarization; Glutathione S-transferase omega-1 (Homo sapiens), P78417; inhibition, % at 5.96 µM; 300,000 tested, 1.1% active; AID 1974, 2009;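 active = inhibition above the campaign mean inhibition plus 3 SD, cut at about 35% in these data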;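 note: 0% = GSTO1-1 with DMSO and 100% = wells lacking GSTO1-1 enzyme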
Target sequence (P78417 whole entry, looked up): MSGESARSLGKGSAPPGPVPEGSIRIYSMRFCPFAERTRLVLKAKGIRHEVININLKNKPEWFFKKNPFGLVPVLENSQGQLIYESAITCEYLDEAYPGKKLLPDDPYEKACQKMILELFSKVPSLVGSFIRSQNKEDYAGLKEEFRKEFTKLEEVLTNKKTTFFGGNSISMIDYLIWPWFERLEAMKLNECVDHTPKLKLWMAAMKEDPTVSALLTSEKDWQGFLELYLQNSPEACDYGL
* hit, by the source's call. An excerpt; count on the stated rates, not on these rows.

For CCN(CC)CCN1C(=O)C(=O)/C(=C(/O)c2c(C)[nH]c(C(=O)OC)c2C)C1c1ccc(C)o1 (configuration not stated) the results were LYPLA1 counter -2, LYPLA2 counter 0, PREPL inhibitor -4, PAD4 FP inh 1, pPAFAH inh 3, PAFAH2 inh -5, PAFAH1B2 inh 3, PAFAH1B3 inh 3 and GSTO1 counter 4.
O=C(CCCc1nc(-c2ccccc2Cl)no1)NC1CCCC1 was read as LYPLA1 counter 4, LYPLA2 counter -5, PREPL inhibitor 3, PAD4 FP inh -3, pPAFAH inh 6, PAFAH2 inh 4, PAFAH1B2 inh 3, PAFAH1B3 inh -1 and GSTO1 counter 3.
`O=C(CSc1nnc(-c2ccccc2)c(-c2ccccc2)n1)NCc1ccco1` gave LYPLA1 counter 3, LYPLA2 counter 4, PREPL inhibitor 0, PAD4 FP inh -1, pPAFAH inh 2, PAFAH2 inh -8, PAFAH1B2 inh 9, PAFAH1B3 inh 1 and GSTO1 counter -10.
`COc1ccc(N(CC(=O)N/N=C/c2ccc(C(=O)O)cc2)S(=O)(=O)c2ccc(NC(C)=O)cc2)cc1` gave LYPLA1 counter -4, LYPLA2 counter -4, PREPL inhibitor -12, PAD4 FP inh 3, pPAFAH inh 0, PAFAH2 inh 0, PAFAH1B2 inh 2, PAFAH1B3 inh 1 and GSTO1 counter -10.
COc1ccc(OC)c(Cc2nnc(CCC(=O)NC3CCCC3)o2)c1 was read as LYPLA1 counter 0, LYPLA2 counter 2, PREPL inhibitor 2, PAD4 FP inh -3, pPAFAH inh -1, PAFAH2 inh 8, PAFAH1B2 inh 2, PAFAH1B3 inh 2 and GSTO1 counter 3.
Cc1ccc2[nH]c(=O)c(CC(=O)O)c(-c3ccccc3)c2c1 was read as LYPLA1 counter 3, LYPLA2 counter 6, PREPL inhibitor -1, PAD4 FP inh -2, pPAFAH inh 6, PAFAH2 inh -7, PAFAH1B2 inh 8, PAFAH1B3 inh 9 and GSTO1 counter 3.
CC(C)[C@H](NC(=O)c1ccccc1F)C(=O)Nc1ccc(F)c(F)c1 was read as LYPLA1 counter -2, LYPLA2 counter -6, PREPL inhibitor -11, PAD4 FP inh -7, pPAFAH inh 0, PAFAH2 inh -5, PAFAH1B2 inh -1, PAFAH1B3 inh -1 and GSTO1 counter -5.
For COc1ccccc1CNC(=O)C(C)NS(=O)(=O)c1ccccc1 (configuration not stated) the results were LYPLA1 counter -3, LYPLA2 counter 3, PREPL inhibitor -5, PAD4 FP inh -5, pPAFAH inh -2, PAFAH2 inh 4, PAFAH1B2 inh 2, PAFAH1B3 inh 5 and GSTO1 counter -7.
Screening O=C(COC(=O)[C@@H]1CCCN1S(=O)(=O)c1ccc(Cl)cc1)NC1CCS(=O)(=O)C1 (some centres not stated) returned LYPLA1 counter 2, LYPLA2 counter 2, PREPL inhibitor 10, PAD4 FP inh -1, pPAFAH inh -2, PAFAH2 inh 7, PAFAH1B2 inh 0, PAFAH1B3 inh 4 and GSTO1 counter 6.
For O=S(Cc1ccc(Cl)cc1)CC(O)COCc1ccc(Cl)cc1 (configuration not stated) the results were LYPLA1 counter 3, LYPLA2 counter -2, PREPL inhibitor -9, PAD4 FP inh -3, pPAFAH inh 8, PAFAH2 inh 5, PAFAH1B2 inh 13, PAFAH1B3 inh 1 and GSTO1 counter -2.
Screening O=C(COC(=O)CNC(=O)c1ccco1)Nc1ccccc1OC(F)F returned LYPLA1 counter -1, LYPLA2 counter 1, PREPL inhibitor 16, PAD4 FP inh -2, pPAFAH inh 4, PAFAH2 inh -1, PAFAH1B2 inh 10, PAFAH1B3 inh 1 and GSTO1 counter -3.
`c1ccc(-c2noc(CN3CCc4sccc4C3)n2)cc1` gave LYPLA1 counter -5, LYPLA2 counter -6, PREPL inhibitor 6, PAD4 FP inh -2, pPAFAH inh -1, PAFAH2 inh -2, PAFAH1B2 inh -2, PAFAH1B3 inh 6 and GSTO1 counter 4.
For O=C(Cc1ccccc1)NCCSCc1ccco1 the results were LYPLA1 counter -2, LYPLA2 counter -1, PREPL inhibitor 3, PAD4 FP inh 0, pPAFAH inh 4, PAFAH2 inh 4, PAFAH1B2 inh -1, PAFAH1B3 inh 3 and GSTO1 counter 8.
For Cc1nc(N[C@@H](Cc2ccccc2)C(=O)O)c2oc3ccccc3c2n1 the results were LYPLA1 counter 2, LYPLA2 counter 0, PREPL inhibitor 6, PAD4 FP inh -1, pPAFAH inh 0, PAFAH2 inh 8, PAFAH1B2 inh 7, PAFAH1B3 inh 2 and GSTO1 counter -7.
`CCC1=NN(C(=O)Cc2ccccc2)C(O)(c2ccncc2)C1` (configuration not stated) gave LYPLA1 counter 3, LYPLA2 counter 7, PREPL inhibitor 11, PAD4 FP inh 0, pPAFAH inh -2, PAFAH2 inh 2, PAFAH1B2 inh 0, PAFAH1B3 inh 4 and GSTO1 counter 7.
`COc1cc(/C=N/OCC(=O)NC2CCCCC2C)ccc1OCc1ccc(Cl)cc1` (configuration not stated) gave LYPLA1 counter 0, LYPLA2 counter 0, PREPL inhibitor 29, PAD4 FP inh 2, pPAFAH inh 5, PAFAH2 inh -1, PAFAH1B2 inh -4, PAFAH1B3 inh 4 and GSTO1 counter 7.
`Cc1cnc(C(=O)Nc2ccc(N3CCCCC3)cc2)cn1` gave LYPLA1 counter -2, LYPLA2 counter -4, PREPL inhibitor 8, PAD4 FP inh -2, pPAFAH inh 1, PAFAH2 inh -4, PAFAH1B2 inh -5, PAFAH1B3 inh -2 and GSTO1 counter 2.
Nc1ccc(C(=O)c2ccccc2C(=O)O)cc1Cl was read as LYPLA1 counter 2, LYPLA2 counter 1, PREPL inhibitor 2, PAD4 FP inh 0, pPAFAH inh 2, PAFAH2 inh 1, PAFAH1B2 inh 2, PAFAH1B3 inh -6 and GSTO1 counter 3.
`O=C(c1c[nH]c(=O)n(-c2ccccc2)c1=O)N1CCc2ccccc21` gave LYPLA1 counter 4, LYPLA2 counter 7, PREPL inhibitor -7, PAD4 FP inh 4, pPAFAH inh -2, PAFAH2 inh -8, PAFAH1B2 inh 6, PAFAH1B3 inh -4 and GSTO1 counter 2.
`O=C(NCCCCCCNC(=O)c1ccccc1O)c1ccccc1O` gave LYPLA1 counter 1, LYPLA2 counter -3, PREPL inhibitor 7, PAD4 FP inh -5, pPAFAH inh -6, PAFAH2 inh 2, PAFAH1B2 inh 0, PAFAH1B3 inh 5 and GSTO1 counter -4.
Screening O=C(NCc1cccc(C(F)(F)F)c1)c1ccc(=O)[nH]c1 returned LYPLA1 counter -1, LYPLA2 counter -4, PREPL inhibitor 2, PAD4 FP inh -2, pPAFAH inh -5, PAFAH2 inh 1, PAFAH1B2 inh 5, PAFAH1B3 inh 13 and GSTO1 counter 6.
For CC(=O)Nc1ccc(NCN2C(=O)C3C4CCC(C4)C3C2=O)cc1 (configuration not stated) the results were LYPLA1 counter 0, LYPLA2 counter 7, PREPL inhibitor -11, PAD4 FP inh 1, pPAFAH inh 3, PAFAH2 inh 12, PAFAH1B2 inh 5, PAFAH1B3 inh -2 and GSTO1 counter 6.
COc1ccc(NC(=O)c2oc3ccccc3c2NC(=O)C2CC2)cc1 was read as LYPLA1 counter -4, LYPLA2 counter 0, PREPL inhibitor 5, PAD4 FP inh -2, pPAFAH inh 2, PAFAH2 inh 0, PAFAH1B2 inh 4, PAFAH1B3 inh 6 and GSTO1 counter -2.
Screening CCOC(=O)C1=NN(C(=O)c2cccc(Br)c2)C(O)(C(C)(C)C)C1 (configuration not stated) returned LYPLA1 counter -3, LYPLA2 counter -1, PREPL inhibitor 1, PAD4 FP inh -3, pPAFAH inh 4 and GSTO1 counter -1.
`O=C(CC1C(=O)N(c2ccc(F)cc2)C(=O)N1Cc1ccccn1)Nc1ccccc1` (configuration not stated) gave LYPLA1 counter 0, LYPLA2 counter 0, PREPL inhibitor 7, PAD4 FP inh -1, pPAFAH inh -4, PAFAH2 inh 4, PAFAH1B2 inh 3, PAFAH1B3 inh 13 and GSTO1 counter 2.
`O=C(c1cc(O)c(O)c([N+](=O)[O-])c1)c1ccccc1F` gave LYPLA1 counter -1, LYPLA2 counter 2, PREPL inhibitor -3, PAD4 FP inh 1, pPAFAH inh 59*, PAFAH2 inh 68*, PAFAH1B2 inh 14, PAFAH1B3 inh 29* and GSTO1 counter 29.
Screening O=C(O)c1[nH]c2ccccc2c1CC(=O)N1CCN(c2ccccc2)CC1 returned LYPLA1 counter -1, LYPLA2 counter 2, PREPL inhibitor 11, PAD4 FP inh 2, pPAFAH inh -2, PAFAH2 inh 6, PAFAH1B2 inh 9, PAFAH1B3 inh -5 and GSTO1 counter 6.
CC(C)(C)c1ccc(C(=O)Nc2ccc(Oc3cccnc3)nc2)cc1 was read as LYPLA1 counter 1, LYPLA2 counter 14, PREPL inhibitor -3, PAD4 FP inh -3, pPAFAH inh -2 and GSTO1 counter -13.
CC(C)(C)OC(=O)NCc1ccc(NC(=O)c2nc[nH]c2C(=O)NCCCCNC(=O)c2[nH]cnc2C(=O)Nc2ccc(CNC(=O)OC(C)(C)C)cc2)cc1 was read as PREPL inhibitor 2, PAD4 FP inh 2, pPAFAH inh -2, PAFAH2 inh -26, PAFAH1B2 inh -5 and PAFAH1B3 inh 5.

Already shown: 4 of the compounds above.
Screening O=C(NCc1cccc(C(F)(F)F)c1)c1ccc(=O)[nH]c1 returned LYPLA1 counter -1, LYPLA2 counter -4, PREPL inhibitor 2, PAD4 FP inh -2, pPAFAH inh -5, PAFAH2 inh 1, PAFAH1B2 inh 5, PAFAH1B3 inh 13 and GSTO1 counter 6.
For CC(=O)Nc1ccc(NCN2C(=O)C3C4CCC(C4)C3C2=O)cc1 (configuration not stated) the results were LYPLA1 counter 0, LYPLA2 counter 7, PREPL inhibitor -11, PAD4 FP inh 1, pPAFAH inh 3, PAFAH2 inh 12, PAFAH1B2 inh 5, PAFAH1B3 inh -2 and GSTO1 counter 6.
COc1ccc(NC(=O)c2oc3ccccc3c2NC(=O)C2CC2)cc1 was read as LYPLA1 counter -4, LYPLA2 counter 0, PREPL inhibitor 5, PAD4 FP inh -2, pPAFAH inh 2, PAFAH2 inh 0, PAFAH1B2 inh 4, PAFAH1B3 inh 6 and GSTO1 counter -2.
Screening CCOC(=O)C1=NN(C(=O)c2cccc(Br)c2)C(O)(C(C)(C)C)C1 (configuration not stated) returned LYPLA1 counter -3, LYPLA2 counter -1, PREPL inhibitor 1, PAD4 FP inh -3, pPAFAH inh 4 and GSTO1 counter -1.
